Compound activity as filed in PubChem.
Lipid storage S3: qHTS Assay for Lipid Storage Modulators in Drosophila S3 Cells. Drosophila S3 cells, BODIPY lipid droplet fluorescence, 18-24 h; cells fed with added oleic acid. lipid storage change, negative = inhibition, % at the top dose, mostly 46.1 µM; hits show Potency in µM. 0.64% of 320,000 active. AID 2685, 2010; active = well fitted inhibition curve with a large enough effect in the signal ratio, with a control signal flat, not every such curve was filed as active; inconclusive = small, poorly fitted or top-dose-only effect, or effect the other way, or a change in a side signal; the % refers to the signal ratio
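Laser-scanning cytometry quantifies lipid droplet accumulation (500–530 nm total intensity; droplet/cell object ratio) in oleic acid-fed (400 uM added) Drosophila S3 cells treated with a concentration series. 20 uM Triacsin C defined 100% inhibition.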
Lipid storage S3 cell count max: recorded beside Lipid storage S3, whose call it bears; cell number change, %; measured here: cell count max response;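 cells counted by Cell Tracker Red CMTPX staining in the red channel; peak over a dose series mostly up to 46.1 µM; percent activity relative to internal control wells on each plate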
The depositor's hits bear a star; i = inactive; ? = inconclusive; nt = no result given. % is set by controls: 0 for no effect and ±100 for the full control effect; potency is the fitted concentration of half-maximal effect.

#	SMILES	Lipid storage S3	Lipid storage S3 cell count max
1	Cc1c(NC(=O)C(C)Oc2ncnc3ccccc23)c(=O)n(-c2ccccc2)n1C (stereo not drawn)	i	nt
2	CC[n+]1ccc(C)c2cc(SC(F)(F)F)ccc21	0%	-12
3	O=C(O)c1ccccc1C(=O)Nc1ccc(-n2ccc(C(F)(F)F)n2)cc1	6%	16
4	Cc1ccccc1NC(=O)COC(=O)C1CC2CCCC(C1)C2=O (stereo not drawn)	?	nt
5	Cc1cc2ccccn2c1C(=O)c1cccc([N+](=O)[O-])c1	?	nt
6	COc1cccc(-n2nnc3c(=O)n(CC(=O)Nc4ccc(C)cc4)cnc32)c1	?	nt
7	CCc1ccc(NC(=O)NNC(=O)CCc2ccccc2)cc1	?	nt
8	COC(=O)c1ccc(NC(=S)NCCCN2CCCC2=O)cc1	1%	1
9	CCCCOCC(O)CCc1n[nH]c(=S)n1-c1ccccc1 (stereo not drawn)	6%	12
10	Cc1ccc(-c2nnn(CC(=O)N(c3ccccc3)C(C(=O)NC3CCCC3)c3ccco3)n2)o1 (stereo not drawn)	i	12
11	Cc1ccc2nc(SC(C)C(=O)N3CCCC3)[nH]c2c1 (stereo not drawn)	9%	17
12	C=CCn1c(COc2ccc(Cl)cc2)nnc1SCC(=O)N1CC(=O)Nc2ccccc21	?	nt
13	CCc1ccc(CN(C)C(C)C(=O)Nc2ccc(S(=O)(=O)N3CCCC3)cc2)cc1 (stereo not drawn)	?	nt
14	CCN(CC)NC(=S)Nc1ccccc1	19%	24
15	CCOCCCNC(=S)NCCCNc1nc2c(C)c(C)ccc2cc1C#N	?	nt
16	Cc1c(CC(=O)NCCCO)c(=O)oc2cc3c(cc12)CCC(C)(C)O3	i	18
17	COc1ccc(C(=O)/C=C/c2cccc(OCc3ccccc3)c2)cc1CSCC(=O)O	?	nt
18	O=C(CCc1ccc(S(=O)(=O)N2CCOCC2)cc1)N1CCCC1	?	nt
19	CN(C)CCCNc1oc(-c2ccccc2Cl)nc1S(=O)(=O)c1ccccc1	?	nt
20	Cc1ccc(S(=O)(=O)CCC(=O)Nc2ccc(Br)cc2)cc1	?	nt
21	CC(C)c1ccccc1NC(=O)c1ccc(CN(c2ccccc2)S(=O)(=O)c2ccccc2)cc1	?	nt
22	O=C(NNC1=C(C(=O)C(F)(F)F)CCC1)c1cccnc1	3%	8
23	O=C(NC(=S)Nc1cccnc1Cl)c1ccc(F)cc1	?	nt
24	COc1ccc(C(=O)C2CCCN(C(=O)CCc3ccccn3)C2)c(C)c1 (stereo not drawn)	?	nt
25	CC1(C)Cc2c(c(-c3ccccc3)[nH]c(=O)c2C#N)CS1	?	nt

The list goes on.
#	SMILES	Lipid storage S3	Lipid storage S3 cell count max
26	CCOC(=O)N1CCN(S(=O)(=O)c2ccc(C)c([N+](=O)[O-])c2)CC1	-2%	-14
27	CC1=Nc2cc(C(=O)N3CCCCC3)ccc2Sc2ccc(C)cc21	i	-6
28	CCC(CO)[n+]1c(C)cc(/C=C2\Sc3ccccc3N2Cc2ccccc2)cc1C (stereo not drawn)	?	nt
29	O=C(C1CCCN(S(=O)(=O)c2cccc3cccnc23)C1)N1CCN(c2ccc(F)cc2)CC1 (stereo not drawn)	?	nt
30	Cc1cccc(NC(=O)CSc2nc(-c3ccco3)nc3cc(=O)[nH]n23)c1	22%	nt
31	O=C(CSc1nnc(Nc2ccccc2)s1)Nc1cccnc1Cl	-9%	3
32	COc1ccc(Cl)cc1N1CC(C(=O)Nc2nccs2)CC1=O (stereo not drawn)	?	nt
33	c1ccc(-c2nc3nonc3nc2-c2ccccc2)cc1	?	nt
34	CS(=O)(=O)NCCOc1ccc(S(=O)(=O)NCCOc2ccccc2)cc1	?	nt
35	CCOc1ccc(NC(=S)Nc2ccccc2C2(C)CC2)cc1	?	nt
36	O=C(N/N=C/c1cn(-c2ccccc2)nc1-c1cccnc1)c1cccnc1	11%	18
37	O=C(O)/C=C/C(=O)Nc1ccc(OC(F)F)cc1	?	nt
38	CCOC(=O)c1c(NC(=S)N2CCN(C)CC2)sc2c1CCN(C(=O)OCC)C2	-23%	-4
39	CCCc1nnc(SCc2ccc(OC)cc2)n1N	?	nt
40	O=C(Nc1ccc(C(=O)N2CCOCC2)cc1)c1cccs1	7%	-7
41	CCOC(=O)[C@H]1O[C@@H]1C(=O)N[C@@H](CC(C)C)C(=O)NCCC(C)C	0%	2
42	CN(Cc1cnn(C)c1)C(=O)c1cc2ccccc2oc1=O	?	nt
43	CC(=O)C1=C(O)C(=O)N(c2ccc(S(=O)(=O)Nc3nccs3)cc2)C1c1ccc([N+](=O)[O-])cc1 (stereo not drawn)	-7%	-1
44	CCCCCCCCCCOC(=O)Cn1c(COc2ccc(C)cc2)[n+](C)c2ccccc21	?	nt
45	Cc1ccc(C=C2C(Cl)=C(Cl)C(Cl)=C2Cl)cc1	?	nt
46	N#Cc1ccc(OC(=O)C2CCN(C3=NS(=O)(=O)c4ccccc43)CC2)cc1	?	nt
47	O=C(Nc1cc(Cl)cc(Cl)c1)c1ccno1	5%	9
48	O=C(C1CCN(c2ncnc3c2sc2cccc(F)c23)CC1)N1CCCC1	-8%	-9
49	O=C(CCCN1C(=O)/C(=C\c2ccco2)SC1=S)Nc1cccc2ccccc12	?	nt
50	NC1=NC2(CCCCC2)N(c2ccc(F)cc2)C(N)=N1	9%	3

Continued:
#	SMILES	Lipid storage S3	Lipid storage S3 cell count max
51	C=CCOc1ccc(C2NC(=O)c3ccccc3O2)cc1 (stereo not drawn)	?	nt
52	Cc1cc(F)c(F)c(C(=O)N2CCN(C)CC2)c1Cl	9%	3
53	C#CCOCCOCCOCCNc1nc(N2CCN(C(=O)Cn3cc(CCCN=C(N)N)nn3)CC2)nc(N2CCN(C(=O)[C@H](C)n3cc(CCCN=C(N)N)nn3)CC2)n1	-3%	3
54	COc1ccc(-c2csc3ncnc(Nc4ccc(O)cc4)c23)cc1	12%	1
55	Cc1cccc(CCNC(=O)C2CCCN(S(=O)(=O)c3cnc[nH]3)C2)c1 (stereo not drawn)	?	nt
56	CCOC(=O)CNC(=O)Cn1cnc2c(oc3ccccc32)c1=O	i	4
57	CCCc1cc(=O)[nH]c(SCc2nc3ccc([N+](=O)[O-])cc3[nH]2)n1	?	nt
58	Cc1ccc(C(C(=O)Nc2ccc3c(c2)OCO3)N(C)C(=O)Cc2c[nH]c3ccccc23)cc1 (stereo not drawn)	?	nt
59	CCC(C(=O)O)N1C(=O)c2ccccc2C1=O (stereo not drawn)	?	nt
60	CCOc1ccc(C(c2c(O)nc(SC)n(C)c2=O)c2c(O)nc(SC)n(C)c2=O)cc1	?	nt
61	C=CCn1c(CNS(=O)(=O)c2ccc(Br)cc2)n[nH]c1=S	?	nt
62	C=CCN(c1ccccc1)S(=O)(=O)c1cccc(C(=O)NNC(=O)c2ccncc2)c1	?	nt
63	COc1cccc(CNC(=O)Cn2nc([N+](=O)[O-])c(Br)c2C)c1	15%	5
64	COc1ccc(C(C(=O)NC2CCCC2)N(CCO)C(=O)Cn2nnc(-c3ccc(C)o3)n2)cc1OC (stereo not drawn)	?	nt
65	O=C(CNC(=S)N(Cc1ccccc1F)C1CCCCC1)NCC1CCCO1 (stereo not drawn)	?	nt
66	CCN=C1SC(CC(=O)Nc2sc(C)c(C)c2C(=O)OC)C(=O)N1CC (stereo not drawn)	?	nt
67	Cc1ccc2nsnc2c1S(=O)(=O)NCc1cccnc1	-5%	-8
68	COc1ccccc1NC(=O)c1ccc(S(=O)(=O)NCc2ccco2)cc1	?	nt
69	COc1ccc(CCNc2oc(COc3ccccc3F)nc2C#N)cc1OC	9%	-18
70	O=C(NNS(=O)(=O)c1ccccc1)C1CC(c2cccnc2)=NO1 (stereo not drawn)	-3%	-1
71	CCc1ccc(S(=O)(=O)Nc2ccc(N3CCN(C)CC3)cc2)cc1	1%	-7
72	NC1=NC(=Nc2ccc(S(N)(=O)=O)cc2)c2ccccc21	12%	3
73	O=C(NCc1cc(C(F)(F)F)cc(C(F)(F)F)c1)C1CC(c2ccccc2[N+](=O)[O-])=NO1 (stereo not drawn)	?	nt
74	c1cnc(N2CCN(c3ncnc4c3oc3ccccc34)CC2)nc1	20%	-2
75	CCOC(=O)N1CCC(N2CCN(CCC(C)C)C(CCO)C2)CC1 (stereo not drawn)	-26%	nt

In the list so far, 4 have a CF3 group.
#	SMILES	Lipid storage S3	Lipid storage S3 cell count max
2	CC[n+]1ccc(C)c2cc(SC(F)(F)F)ccc21	0%	-12
3	O=C(O)c1ccccc1C(=O)Nc1ccc(-n2ccc(C(F)(F)F)n2)cc1	6%	16
22	O=C(NNC1=C(C(=O)C(F)(F)F)CCC1)c1cccnc1	3%	8
73	O=C(NCc1cc(C(F)(F)F)cc(C(F)(F)F)c1)C1CC(c2ccccc2[N+](=O)[O-])=NO1 (stereo not drawn)	?	nt

Laid out differently: two of the compounds above.
66	CCN=C1SC(CC(=O)Nc2sc(C)c(C)c2C(=O)OC)C(=O)N1CC (stereo not drawn)
67	Cc1ccc2nsnc2c1S(=O)(=O)NCc1cccnc1
screen / no. | 66 | 67
Lipid storage S3 | ? | -5%
Lipid storage S3 cell count max | nt | -8

Next part.
#	SMILES	Lipid storage S3	Lipid storage S3 cell count max
76	Cc1cc(C)cc(OC(=O)c2cccnc2)c1	i	-13
77	O=C(COc1ccc(S(=O)(=O)N2CCCC2)cc1Cl)NCc1ccccn1	?	nt
78	CC(C)N1CCN(Cc2ccsc2)CC1CCO (stereo not drawn)	?	nt
79	CCOC(=O)C1C(=O)OC(C)(C)C1C(CC)C(=O)c1ccccc1 (stereo not drawn)	?	nt
80	COc1ccc(C(=O)N/C(=C/c2cccnc2)C(=O)N2CCCCCC2)cc1OC	-3%	0
81	NN=C1c2cc([N+](=O)[O-])ccc2-c2ccc([N+](=O)[O-])cc21	13%	10
82	CN1CCN(S(=O)(=O)c2ccc3c(c2)oc(=O)n3C)CC1	?	nt
83	Cc1scc(-c2n[nH]c(=S)n2Cc2ccccc2)c1C	11%	2
84	Cc1nc2scc(-c3ccccc3)c2c(=O)o1	?	nt
85	O=C(Nc1cccc(C(=O)Nc2ccccc2F)c1)c1ccccc1	?	nt
86	CC1(C)Cc2nc(NC3CCCCC3)c(C#N)cc2CO1	?	nt
87	NS(=O)(=O)c1ccc(CCNC(=O)CCCCCNc2nc(=S)[nH]c3ccccc23)cc1	?	nt
88	COc1ccc(NC(=S)Nc2ccccn2)c(OC)c1	?	nt
89	CCCc1cc(=O)oc2cc(OCC(=O)NC(Cc3ccc(Cl)cc3)C(=O)O)ccc12 (stereo not drawn)	i	3
90	Oc1ccc(/C=N/Nc2ccccc2)cc1	12%	5
91	Cc1cc(=O)[nH]c(N/N=C/c2c(C)nn(-c3ccccc3)c2C)n1	-21%	-5
92	CCOc1ccc(NC(=O)C2CCN(S(=O)(=O)c3ccc4c(c3)C(C)(C)C(=O)N4C)CC2)cc1	?	nt
93	Cc1noc(C)c1C(=O)Nc1ccc2c(c1)CCC2	12%	-1
94	COc1ccc(/C=C(\NC(=O)c2ccccc2)C(=O)N2CCN(C)CC2)cc1OC	?	nt
95	CCN(CC)S(=O)(=O)c1cccc(C(=O)NNC(=O)C2=NN(c3ccccc3)C(=O)CC2)c1	?	nt
96	Cc1ccc(CNC(=O)CN2C(C)CCCC2C)cc1 (stereo not drawn)	?	nt
97	OCCCN1CCN(CCCOc2ccccc2-c2ccccc2)CC1	?	nt
98	CC(=O)COc1ccc2c(-c3ccccc3)cc(=O)oc2c1C	11%	-2
99	O=C(NNC(=O)c1cc(F)c(F)cc1Cl)c1ccc(NS(=O)(=O)c2cccs2)cc1	?	nt
100	Cc1cc(C)n(-c2cc(N3CCN(C(=O)c4cccc(F)c4)CC3)ccc2[N+](=O)[O-])n1	?	nt

Entries of single compounds from above. Screens in order: Lipid storage S3	Lipid storage S3 cell count max
O=C(COc1ccc(S(=O)(=O)N2CCCC2)cc1Cl)NCc1ccccn1 in the list: ?	nt
COc1ccc(NC(=S)Nc2ccccn2)c(OC)c1 in the list: ?	nt

The listing continues:
#	SMILES	Lipid storage S3	Lipid storage S3 cell count max
101	O=C(Cc1ccccn1)Nc1ccccc1	1%	20
102	COCC(=O)Nc1ccc(S(=O)(=O)Nc2ncccn2)cc1	i	2
103	CC(C)C12CN3CC(C(C)C)(CN(C1)C3c1ccccc1O)C2=O (stereo not drawn)	12%	-22
104	CCOC(=O)C1=NOC(CNC(=O)C2=NOC(CNC(=O)c3c(-c4ccccc4Cl)noc3C)C2)C1 (stereo not drawn)	0%	-7
105	O=CNCc1nc2ccccc2n1CCCc1ccccc1	?	nt
106	COCCN(C(=O)CSCC(=O)Nc1cccc(C)c1)c1c(N)n(Cc2ccccc2)c(=O)[nH]c1=O	?	nt
107	CCN(CC)CCCNC(=O)CN1C(=O)CSc2ccc(S(=O)(=O)N3CCOCC3)cc21	-9%	4
108	CCc1ccc(CNC(=O)C2CCCN(c3nnc(C)c4c(C)n(-c5ccccc5)nc34)C2)cc1 (stereo not drawn)	?	nt
109	CC(C)CCSc1nnc(N)s1	-12%	-4
110	CC(C)Cc1cc(C(=O)NCCCN2CCOCC2)no1	?	nt
111	COc1ccccc1CNC(=O)CSc1n[nH]c(N)n1	?	nt
112	Cc1ccc(C2(C)NC(=O)N(CC(=O)NNC(=O)c3ccoc3C)C2=O)cc1 (stereo not drawn)	?	nt
113	O=c1c2c([nH]c3ccc(Br)cc13)CCCC2	?	nt
114	COc1cccc(-c2cc(C(=O)NCC3CCCO3)c3cc(Br)cc(C)c3n2)c1 (stereo not drawn)	-22%	-7
115	O=C(NCc1cccs1)C1CCN(S(=O)(=O)c2ccccc2F)CC1	6%	4
116	O=C(NCCc1ccc([N+](=O)[O-])cc1)c1ccccc1	10%	-2

Some of the compounds tested. The share of hits here may be higher or lower than overall.
